Screening results: PubChem, National Center for Advancing Translational Sciences (NCATS)
TexasRed fluor = alters Texas Red total fluorescence, flagging assay interference. TRb/SRC2 Texas Red total fluorescence interference. Potency, µM (series often up to 106 µM), without a hit: at the top dose fluorescence change, negative = quenching. 280,000 tested, 0.29% active; active = well fitted curve in either direction with a large enough effect; inconclusive = small, poorly fitted or top-dose-only effect
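Human TRb ligand-binding domain at 0.6 uM with 20 nM Texas Red SRC2 peptide in Tris buffer containing 1 uM T3 and 5% DMSO, incubated with compound 5 h at ambient temperature. Total fluorescence (555/632 nm) calculated as parallel + 2 × perpendicular.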
TRb-SRC2 inh = TRbeta-SRC2 interaction inhibition | TRbeta-SRC2 peptide binding, fluorescence polarization; receptor liganded with 1 µM T3 | AID 1469 | Potency, µM (highest dose often 106 µM), inactives show top-dose activity change, negative = inhibition, usual class: inhibitors | P10828 | 280,000 tested, 0.065% active; active = well fitted inhibition curve with a large enough effect; inconclusive = small, poorly fitted or top-dose-only effect, or effect the other way;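 also: plate controls were bound peptide for no effect and peptide without receptor for full effect; nearly all actives have a fitted effect of over 50% in size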
Target sequence (P10828 whole entry, looked up): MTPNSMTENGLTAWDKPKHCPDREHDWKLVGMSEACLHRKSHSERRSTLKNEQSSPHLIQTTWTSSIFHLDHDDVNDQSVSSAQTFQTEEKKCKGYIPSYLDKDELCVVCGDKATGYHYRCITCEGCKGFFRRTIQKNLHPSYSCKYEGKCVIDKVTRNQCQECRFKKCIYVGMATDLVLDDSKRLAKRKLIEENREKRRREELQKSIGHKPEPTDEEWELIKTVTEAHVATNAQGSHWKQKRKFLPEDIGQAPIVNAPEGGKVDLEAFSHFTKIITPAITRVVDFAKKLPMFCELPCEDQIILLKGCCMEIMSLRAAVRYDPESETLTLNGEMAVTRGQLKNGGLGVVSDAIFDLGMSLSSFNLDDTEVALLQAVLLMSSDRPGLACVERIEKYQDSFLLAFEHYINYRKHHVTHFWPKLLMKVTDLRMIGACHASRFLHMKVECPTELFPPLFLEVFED
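Human TRb ligand-binding domain (0.6 uM) is mixed with 20 nM Texas Red SRC2 peptide and 1 uM T3; after compound addition and 5 hr at ambient temperature, polarization is measured and normalized to unbound and bound controls.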
* marks the source's active call; other numbers are inactive results; ? = inconclusive; [ ] = dose if it differs, or a comment. Unless noted, % is scaled to controls: 0 for no effect and ±100 for the full control effect; potency is read from the fitted curve at half-maximal effect.

SMILES	TexasRed fluor	TRb-SRC2 inh
CC(C)CC1N=C2c3ccccc3N=C(SCC(=O)NCCc3ccc(Cl)cc3)N2C1=O (centres undefined)	-2.3%	-3.5%
COc1ccc(CCNC(=O)c2ccc3c(c2)N(Cc2c(F)cccc2Cl)C(=O)CS3)cc1OC	-1.4%	0.2%
Cc1ccc(NC(=O)Cn2c(=O)ccc3cc(S(=O)(=O)N4CCC(C)CC4)ccc32)cc1Cl	-3.6%	-1.0%
COc1ccc(NC(=O)CN2C(=O)C3(SCC(=O)N3c3cccc(OC)c3)c3ccccc32)cc1 (centres undefined)	-1.8%	6.3%
COCCn1c(SCC(=O)c2ccc(F)cc2)nc2cc(C(=O)NC3CCCC3)ccc2c1=O	-0.1%	7.0%
O=C(CSc1ncc(CO)n1Cc1ccccc1)Nc1nc2ccccc2s1	-2.1%	0.2%
COc1ccc(S(=O)(=O)N2CCC(n3c(C)nc4cccnc43)CC2)cc1Cl	0.0%	11.3%
CCc1ccc2nc(N3CCN(C(=O)C4CC4)CC3)sc2c1	0.4%	-9.7%
CCOc1ccc(CNC(=O)c2cc3ccccn3n2)cc1OC	-1.1%	3.0%
CCOc1ccc(NC(=O)c2cc3c(=O)n(Cc4cccs4)ccc3nc2C)cc1	2.3%	5.5%
O=c1c(N2CCc3ccccc3C2)csc2ccccc12	-0.7%	4.5%
CC(=O)N1CCCc2cc(S(=O)(=O)Nc3ccc(Cl)cc3F)ccc21	0.0%	-0.6%
COc1ccccc1NC(=O)C1=C(C)Nc2nc(SCC(=O)c3ccc(C)cc3)nn2C1c1ccccc1C (centres undefined)	-1.3%	-8.2%
COc1ccc(N2CCN(C(=O)CCc3c(C)nn(-c4ccc(N5CCCC5)nn4)c3C)CC2)cc1	-5.8%	5.0%
Cc1sc(-c2cc3ccccc3oc2=O)nc1-c1ccc(Cl)c(Cl)c1	-23.6%	-0.1%
NC(=O)C1c2ccccc2CCc2ccccc21	-2.0%	6.5%
CCOc1ccc(C2c3[nH]c4ccccc4c3CCN2C(=O)CCc2ccccc2)cc1 (centres undefined)	0.7%	-2.3%
Cc1ccc(CNC(=O)CSc2ncc(S(=O)(=O)c3ccc(C)c(Cl)c3)c(=O)[nH]2)cc1	-1.1%	-4.9%
CC(CC(=O)NCc1ccc(Cl)cc1Cl)CC1=NS(=O)(=O)c2ccccc2N1 (centres undefined)	?	-2.5%
CC(C)C1N=C2c3ccccc3N=C(SCC(=O)NCc3ccccc3Cl)N2C1=O (centres undefined)	-1.5%	7.1%
Cc1sc(-c2cc3ccccc3oc2=O)nc1-c1ccc(Cl)cc1	-0.7%	-3.1%
CCOc1cccc2sc(N3CCN(C(=O)c4ccco4)CC3)nc12	-1.1%	-4.2%
Cc1noc(Cn2c(=O)c3cc4c(cc3n(CC(=O)Nc3ccccc3Br)c2=O)OCO4)n1	-2.8%	-1.7%
COc1ccc(NC(=O)c2cnn(-c3ccc(F)cc3F)c2C2CCN(C(=O)OC(C)(C)C)CC2)cc1Cl	-1.4%	0.5%
COc1cccc(CNC(=O)c2ccc(-c3nc(CSc4ccccc4)c(C)o3)cc2)c1	0.1%	-1.7%
COc1ccc(C)cc1NC(=O)C1CCN(S(=O)(=O)c2ccc3[nH]c4c(c3c2)CCCCC4)CC1	-1.1%	6.3%
COc1ccc(-c2noc(Cn3c(=O)c4ccccc4n(CC(=O)Nc4cccc(C(F)(F)F)c4)c3=O)n2)cc1	-0.2%	-10.4%
Cc1cc(C)c(S(=O)(=O)N2CCC(N3CCN(Cc4ccc(F)cc4)C(=O)C3=O)CC2)c(C)c1	-0.9%	-4.7%
O=C(Nc1ccccc1C(=O)OCc1cc(=O)n2nc(C3CC3)sc2n1)c1ccc(Cl)cc1	-2.0%	6.2%
O=C(Nc1ccc(Br)cc1F)C1CCN(c2nc3ccccc3[nH]2)CC1	-2.5%	5.2%

The final 2 compounds of the section above lead into the next:
SMILES	TexasRed fluor	TRb-SRC2 inh
O=C(Nc1ccccc1C(=O)OCc1cc(=O)n2nc(C3CC3)sc2n1)c1ccc(Cl)cc1	-2.0%	6.2%
O=C(Nc1ccc(Br)cc1F)C1CCN(c2nc3ccccc3[nH]2)CC1	-2.5%	5.2%
COc1ccc(C)cc1NC(=O)CCc1c(C)nn(-c2ccc(N3CCOCC3)nn2)c1C	-0.8%	1.0%
COc1ccc(C2C(C(=O)Nc3ccccc3OC)=C(C)Nc3c(C(=O)Nc4ccccc4)cnn32)c(OC)c1 (centres undefined)	0.1%	-5.9%
COc1ccc(CCNC(=O)c2cnc3sc(N4CCOCC4)nn3c2=O)cc1OC	-2.3%	-5.9%
COc1ccc(CNC(=O)CSc2ncc(S(=O)(=O)c3ccc(C)c(Cl)c3)c(=O)[nH]2)cc1	-1.7%	-4.7%
O=C(NCc1ccccc1Cl)c1cc2cccc3c2n1CCS3	-2.9%	-6.2%
CCOc1ccccc1NC(=O)C1=C(C)Nc2ncnn2C1c1ccccn1 (centres undefined)	0.8%	0.2%
Cc1ccc(CNS(=O)(=O)c2cnc(N)nc2)cc1	3.6%	-0.5%
COc1ccc(Cl)cc1NC(=O)CCC(=O)c1ccc(C)cc1	-1.9%	-2.6%
COc1ccccc1N1CCN(C(=O)c2c(C)oc3ncn(C)c(=O)c23)CC1	3.7%	-0.6%
CC/C=C/CCCCCCCCCCOC(C)=O	-0.1%[201 µM]	-1.2%[201 µM]
Cc1nn(-c2ccc3nncn3n2)c(C)c1CCC(=O)Nc1ccc(OC(F)(F)F)cc1	-0.3%	1.5%
Cc1ccc(S(=O)(=O)C(CNC(=O)C(=O)NCCc2ccc(F)cc2)c2cccs2)cc1 (centres undefined)	2.6%	-7.3%
COc1ccc(CNC(=O)Cn2c(=O)cc(-c3ccccc3)c3c(C)nn(C)c32)cc1	-15.8%	4.9%
Cc1ccccc1NCc1cccn1-c1nnc(N2CCOCC2)s1	4.4%	5.8%
COc1ccc(N2CCN(C(c3ccccc3)c3nnc(-c4ccccc4Cl)o3)CC2)cc1 (centres undefined)	-2.8%	-7.6%
CNS(=O)(=O)c1cn(CC(=O)Nc2cccc(OC)c2)cc1S(=O)(=O)NC	1.9%	3.5%
CC1CCN(S(=O)(=O)c2ccc3c(ccc(=O)n3CC(=O)NCc3ccccc3)c2)CC1	4.5%	-1.6%
Cc1ccc(-n2nnnc2CNC(=O)C(C)C)cc1C	-1.1%	-0.9%
CCOC(=O)c1[nH]c(C)c(CCC(=O)Nc2ccc(C)cc2Cl)c1C	0.2%	-11.4%
CCOc1ccccc1NC(=O)CCNS(=O)(=O)c1ccc2c(c1)CCN2C(=O)C1CC1	-8.0%	-0.3%
COC(=O)c1c(-c2ccc(Cl)cc2)noc1N1CCN(c2ccc(F)cc2)CC1	-1.4%	-12.1%
CCOC(=O)c1c(NC(=O)c2cc3nc(-c4ccc(OC)cc4)cc(C(F)(F)F)n3n2)sc(C)c1C	-1.0%	-11.7%
COc1cccc(N2CC(NC(=O)COc3ccc4ccccc4c3)CC2=O)c1 (centres undefined)	0.1%	3.8%
COc1ccc(N2CCN(C(=O)c3c(C)oc4ncnc(N5CCCCC5)c34)CC2)cc1	?	-14.4%
COc1ccc(OC)c(NC(=O)c2c(NCc3ccc(C)o3)sc3c2CCC(C)C3)c1 (centres undefined)	-5.0%	5.1%
COCCCNc1ncnc2c1nnn2C	0.1%	6.9%
CN1C(=O)Cc2cc(S(=O)(=O)CCC(=O)N3CCN(c4ccccc4F)CC3)ccc21	-1.9%	-2.6%
COc1ccc(NC(=O)CSC2=Nc3ccccc3C3=NC(CCC(=O)NCCc4ccccc4)C(=O)N23)cc1 (centres undefined)	-16.2%	6.5%
O=S(=O)(NCC(c1ccco1)S(=O)(=O)c1cccs1)c1ccc(Cl)cc1 (centres undefined)	-0.1%	-5.5%
COc1cccc(NC(=O)CSC2=Nc3ccccc3N=C(c3ccc(F)cc3)C2)c1	-1.2%	4.4%
COc1cc(OC)cc(C(=O)Nc2cccc(-c3cn4ccsc4n3)c2)c1	?	6.3%
O=C(Nc1ccc(Br)cc1)C(Cc1ccccc1)NS(=O)(=O)c1cccc2nsnc12 (centres undefined)	-2.0%	8.4%
COc1ccccc1Nc1nn2c(=O)c3ccc(C(=O)NCCCOC(C)C)cc3nc2s1	-1.4%	3.2%
Cc1ccc(NC(=O)CCn2cccn2)cc1Cl	-1.3%	1.9%
O=C(NCc1cccc(F)c1)C1=Cc2cc(Br)ccc2OC1	-1.8%	9.4%
Cc1cc(C)cc(NC(=O)CSCc2cc(=O)c3ccc(C)c(C)c3[nH]2)c1	-2.4%	8.9%
O=C(CCCn1c(=O)[nH]c2ccccc2c1=O)NCc1ccccc1Cl	-1.8%	-3.0%
Cc1cc(Cl)ccc1NS(=O)(=O)c1c(C(=O)N2CCCCCC2)c(C)n(C)c1C	-7.3%	-4.8%
CCN1CCN(C(c2ccc(C)cc2)c2c(O)cc(C)n(Cc3ccco3)c2=O)CC1 (centres undefined)	-1.4%	0.7%
CCc1ccccc1NC(=O)C1CCCN(c2ncnc3onc(C)c23)C1 (centres undefined)	1.0%	8.8%
O=C(COc1ccccc1)OCc1cc(=O)n2nc(C3CC3)sc2n1	0.3%	-3.0%
O=C(NCc1ccc2c(c1)CCN2C(=O)c1ccc(Cl)cc1)c1ccco1	-16.1%	-1.0%
CC(C)CCOC(=O)c1ccc(N(C)C)cc1	0.6%	1.7%
CC(C)NC(=O)CSc1nc2ccccc2c(=O)n1Cc1ccc(C(=O)NC(C)C)cc1	-1.0%	-8.3%
O=C(NCc1ccc(F)cc1)C(=O)NCC(c1ccc2c(c1)OCO2)N1CCOCC1 (centres undefined)	-2.7%	-0.8%
CCOC(=O)c1cc(-c2ccc(OC)cc2)n(CCC(=O)NCCc2ccccc2)c1C	-0.1%	-1.5%
O=C(CCc1ccccc1)NC1CC(=O)N(c2cccc(F)c2)C1 (centres undefined)	0.3%	-1.1%
CCOc1cccc2sc(NC(=O)c3ccc(S(=O)(=O)N4CCc5ccccc54)cc3)nc12	1.4%	-2.9%
CCC(C)NC(=O)c1cc(Sc2cccc(Cl)c2)nc2ccccc12 (centres undefined)	0.3%	-0.4%
CC(CCc1ccccc1)NC(=O)Cn1c(=O)nc(-c2ccccc2)c2ccccc21 (centres undefined)	-2.6%	-3.9%
COc1ccc(C(=O)NCC(c2ccc3c(c2)OCO3)N2CCN(c3ccc(F)cc3)CC2)cc1 (centres undefined)	-5.4%	3.5%
CCOc1ccc(C(CC(=O)Nc2cc(C)c(Cl)cc2OC)N2Cc3ccccc3C2=O)cc1OC (centres undefined)	1.3%	4.7%
CSc1ccc(CNC(=O)Cn2nc(N3CCN(c4ccccc4)CC3)ccc2=O)cc1	0.1%	3.7%
CN(C)c1ccc(C(CNS(=O)(=O)c2ccccc2)N2CCc3ccccc32)cc1 (centres undefined)	-1.2%	-3.5%
COc1ccc(C2C(=O)N(C3CCC(C)CC3)CC(=O)N2Cc2ccc(C)cc2)cc1OC (centres undefined)	-2.2%	2.8%
COc1ccc(NC(=O)Cn2c(=O)ccc3cc(S(=O)(=O)N4CCCC4)ccc32)cc1Cl	2.5%	-7.2%
Oc1c(C(c2ccccc2F)N2CCCC2)sc2nc(-c3ccco3)nn12 (centres undefined)	-2.7%	-1.6%
CCCCn1c(SCC(=O)Nc2ccc(F)cc2)nc2c(sc3ccccc32)c1=O	1.1%	2.4%
CCOc1cccc2sc(NC(=O)c3ccc(S(=O)(=O)N4CCCCC4)cc3)nc12	-0.4%	-2.2%
CCCC(=O)NCC(c1ccc2c(c1)OCO2)N1CCN(c2ccccc2)CC1 (centres undefined)	-3.9%	8.2%

Pulled one by one from the entries so far (5):
SMILES	TexasRed fluor	TRb-SRC2 inh
CSc1ccc(CNC(=O)Cn2nc(N3CCN(c4ccccc4)CC3)ccc2=O)cc1	0.1%	3.7%
CCCC(=O)NCC(c1ccc2c(c1)OCO2)N1CCN(c2ccccc2)CC1 (centres undefined)	-3.9%	8.2%
CCOC(=O)c1cc(-c2ccc(OC)cc2)n(CCC(=O)NCCc2ccccc2)c1C	-0.1%	-1.5%
CCCCn1c(SCC(=O)Nc2ccc(F)cc2)nc2c(sc3ccccc32)c1=O	1.1%	2.4%
O=C(CCc1ccccc1)NC1CC(=O)N(c2cccc(F)c2)C1 (centres undefined)	0.3%	-1.1%

Remaining list, next part:
SMILES	TexasRed fluor	TRb-SRC2 inh
O=C(CSc1nc2c([nH]c3ccccc32)c(=O)n1-c1ccccc1F)Nc1cccc(C(F)(F)F)c1	2.0%	5.0%
CCC(=O)N1CCc2cc(CNC(=O)Cc3ccc(OC)c(OC)c3)ccc21	-1.6%	-7.6%
O=c1c(NCc2cccs2)nccn1-c1ccccc1	-1.0%	-6.1%
Cc1cc(C)c(NC(=O)c2cc(S(=O)(=O)N3CCC4(CC3)OCCO4)ccc2F)c(C)c1	-1.0%	-0.5%
COc1ccc(C)c2sc(N3CCN(C(=O)c4cccc(F)c4)CC3)nc12	1.0%	0.0%
CCOc1ccc(NC(=O)CN2C(=O)COc3ccc(S(=O)(=O)Nc4ccccc4)cc32)cc1	-2.0%	1.0%
CCOc1cc(C2C(C(=O)OC)=C(C)NC3=C2C(=O)c2ccccc23)ccc1OC (centres undefined)	-2.3%	1.8%
Cc1ccc(CSC2=Nc3ccccc3C3=NC(CCC(=O)NCc4cccs4)C(=O)N23)cc1 (centres undefined)	2.2%	12.6%
Cc1cc(C)cc(NC(=O)CSc2nccn2-c2ccccc2)c1	1.2%	3.0%

Only part of the results is shown; the hit share may differ from the screen's.
